# Source: PubChem (Broad Institute)
# FN deposition inh = fibronectin deposition inhibition | AH1F fibroblasts, Alexa488-fibronectin deposition fluorescence, overnight | inhibition, % at 12.6 µM | 350,000 tested, 0.086% active;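 active means mean inhibition across replicates of 30% or more, regardless of how many single replicates reach that level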;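 further: positive control wells lacked labelled fibronectin entirely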
#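 test system = AH1F fibroblasts assembling fluorescent fibronectin matrix | quantity = 10000 AH1F cells per well | buffer or medium = DMEM plus 2% serum, read in PBS | doses = single dose, pinned | incubation = 1 h cell attachment, overnight exposure to compound and label | detection = fluorescence at 485 nm excitation, 525 nm emission | read-out basis = inhibition from reduced deposited-fibronectin fluorescence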
# XiGFP reactiv = activators of X-chromosome reactivation in mouse fibroblasts; 360,000 tested, 0.055% active; activation, % at 7.58 µM; XiGFP mouse fibroblasts, % GFP-positive cells imaging, 3 d; cells co-treated with 5-aza-dC sensitizer; scaled so ellipticine positive control = 100%;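 active means mean normalized replicate activation at least 10% and every replicate at or above 10%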;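 further: 0% = median of on-plate neutral control wells and 100% = ellipticine 6 µM median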
#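 System: 68-5-11 XiGFP fibroblast line | Buffer or medium: DMEM containing 5-aza-dC | Compound: Single point | Times: Compounds 3 days, fix/stain 15 min at room temperature | Benchmarks: Positive control ellipticine, 6 µM final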
# RAD52 inh = blocks human RAD52 DNA annealing; P43351; recombinant RAD52 DNA annealing, FRET fluorescence; inhibition, % at 18.7 µM; 360,000 tested, 0.46% active; AID 651710;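 active means every replicate showing at least 50% inhibition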
# RAD54 branch = blocks human RAD54 Holliday junction branch migration. Q92698. FAM/BHQ fluorescence. inhibition, % at 10.4 µM. 360,000 tested, 0.14% active;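 active means mean normalized replicate activity at least 40 and at least half of replicates scoring 40 or more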;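 further: 0% = median of neutral control wells and 100% = median of positive control wells; inhibitors cause a drop in the FAM fluorescence signal; in these data hits start at about 50%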
# EWS-Fli inh = EWS/Fli transcriptional activity inhibition; A673 NR0B1-luciferase reporter, viability-normalised; inhibition, % at 12.6 µM; 350,000 tested, 0.67% active;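 active means mean inhibition of at least 50% after viability correction, with every replicate also passing that limit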;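 further: firefly luciferase signal divided by Alamar Blue viability fluorescence both relative to DMSO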
# E-sel inducer = induces E-selectin expression in human endothelial cells; P16581; HUVEC E-selectin immunofluorescence imaging; normalized: neutral wells 0, TNF-alpha wells 100; activation, % at 7.58 µM; 260,000 tested, 0.37% active; AID 686992;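 active means mean E-selectin-positive cell signal at least 10% of the positive control, reached in at least 60% of replicates, without over 20% cell loss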;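 further: in these data hits start at about 27%; measured in HUVEC primary endothelial cells; signal is the percent of cells scored E-selectin positive by PE staining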
# Target sequence (P16581 whole entry, looked up): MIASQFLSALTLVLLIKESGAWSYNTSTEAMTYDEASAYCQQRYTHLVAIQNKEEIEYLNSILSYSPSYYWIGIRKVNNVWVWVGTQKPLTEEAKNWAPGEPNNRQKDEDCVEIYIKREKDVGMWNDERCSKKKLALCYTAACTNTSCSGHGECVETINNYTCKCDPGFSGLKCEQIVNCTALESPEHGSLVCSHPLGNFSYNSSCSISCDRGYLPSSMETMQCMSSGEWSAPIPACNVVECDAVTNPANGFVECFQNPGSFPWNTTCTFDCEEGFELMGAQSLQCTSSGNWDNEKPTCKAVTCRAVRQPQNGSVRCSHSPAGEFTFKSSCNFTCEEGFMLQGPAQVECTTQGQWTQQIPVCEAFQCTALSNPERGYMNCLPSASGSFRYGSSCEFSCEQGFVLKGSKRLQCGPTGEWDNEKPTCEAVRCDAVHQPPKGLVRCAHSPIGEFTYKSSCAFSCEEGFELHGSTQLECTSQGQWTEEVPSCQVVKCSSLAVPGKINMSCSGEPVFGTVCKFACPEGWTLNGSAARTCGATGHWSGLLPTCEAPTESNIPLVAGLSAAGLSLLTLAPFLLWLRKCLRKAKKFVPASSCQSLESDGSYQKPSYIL
#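 System: HUVEC / Compound: single concentration / Signal: immunofluorescence imaging / Read-out: percent E-selectin-positive cells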
# esBAF inh = SWI/SNF esBAF complex inhibition | mouse ES cells, Bmi1-luciferase knock-in reporter, 24 h; 100% = twice the neutral-well signal | 350,000 tested, 2% active | AID 602393 | reporter increase, % at 12.5 µM; in the data active means activation above about 40%;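 further: 0% = median of the plate's neutral control wells and 100% = double that signal; a rise in the Bmi1 reporter signal indicates esBAF inhibition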
# S100A4 MyoIIA = blocks human S100A4 binding to myosin IIA peptide; P26447; S100A4/TAMRA-MyoIIA peptide fluorescence polarization; inhibition, % at 10.7 µM; 360,000 tested, 0.14% active;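 active means mean inhibition of at least 70% across replicates, with every replicate also reaching that level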
# Target sequence (P26447 whole entry, looked up): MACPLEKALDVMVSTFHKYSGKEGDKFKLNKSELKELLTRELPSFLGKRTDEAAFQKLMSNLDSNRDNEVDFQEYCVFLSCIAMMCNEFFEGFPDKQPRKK
#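 Compound dosing: one dose per compound; test system: human S100A4 monomer with TAMRA-labelled myosin IIA peptide; probe or stimulus: TAMRA-labelled myosin IIA heavy-chain peptide probe, 5 nM; medium: HEPES buffer with Ca2+, pH 7.2; schedule: 5 min incubation before reading; benchmarks: neutral control DMSO, positive control TFP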
# Active calls of the source: *; x = no result given; & = joins results of further samples. Compounds as they come, and some 3% of all compounds hit somewhere here.
item	SMILES	FN deposition inh	XiGFP reactiv	RAD52 inh	RAD54 branch
1	COc1ccc2nc(NC(=O)C(NS(=O)(=O)c3cccc4nsnc34)C(C)C)sc2c1 (stereo unspecified)	-1.1	0.3	-7.5	-0.7
2	O=C(NC1CCCC1)[C@@H]1[C@@H](CO)[C@@H]2Cn3c(ccc(-c4cccnc4)c3=O)[C@@H]2N1CC1CC1	x	0.1	-15.3	-1.0
3	CC1CCCC(C)N1C(=O)CSc1nc(N)cc(N)n1 (stereo unspecified)	3.5	0.0	-5.2	x
4	CN(Cc1ccccc1)C(=O)c1ccccc1NC(=O)C1CC1	0.4	0.0	-5.5	x
5	CCC(=O)N[C@H]1CC[C@@H](CC(=O)NCc2ccccc2OC)O[C@H]1CO	x	-0.1	5.0	-5.7
6	O=C(CCN1CCCCC1)N[C@@H]1CC[C@@H](CCNS(=O)(=O)c2ccc(F)cc2)O[C@@H]1CO	x	-0.3	7.4	-13.8
7	CC(C)(C)OC(=O)C[C@@H]1C/C=C\C[C@@H](CC(=O)N(CCO)Cc2ccccc2)C(=O)N[C@H](Cc2ccccc2)COC1=O	-5.3	0.0	-8.0	2.6
8	COc1ccc(C2CC(c3ccccc3)=NN2c2ccc(S(N)(=O)=O)cc2)cc1OC (stereo unspecified)	8.3	0.0	-19.2	x
9	CCCN(C[C@H]1N[C@H](CO)[C@@H]1c1ccc(-c2cccnc2)cc1)C(C)=O	-15.6	-0.1	6.0&-9.2	-8.1&-0.1
10	CC(=O)Oc1cccc(N2C(=O)c3ccc(C(=O)Nc4cccnc4)cc3C2=O)c1	1.3	0.0	-3.6	x
11	Cc1c(C(=O)O)sc(S(=O)(=O)N2CCN(C(=O)CCc3ccccc3)CC2)c1C(=O)O	4.8	0.0	-4.8	1.7
12	COC(=O)C1=C(O)/C(=C\c2ccc(OCC(=O)Nc3ccccc3)cc2)N=C1C	0.0	0.1	-19.4	-13.3

item	EWS-Fli inh	E-sel inducer	esBAF inh	S100A4 MyoIIA
1	-0.5	0.4	5.9	9.9
2	-4.7	-1.6	0.7	1.0
3	0.4	0.0	4.9	3.1
4	-8.3	x	x	0.7
5	6.4	0.2	-2.2	-4.8
6	7.7	2.1	0.9	-2.2
7	-9.3	0.9	1.6	9.5
8	15.8	3.0	x	-6.7
9	4.2&-0.5	0.0	6.2&0.5	3.2&0.4
10	-16.5	x	x	4.8
11	-7.0	0.0	0.3	-8.5
12	0.4	0.3	-8.6	2.1

# New compounds follow:
item	SMILES	FN deposition inh	XiGFP reactiv	RAD52 inh	RAD54 branch
13	COc1ccc(NC(=O)Cn2cnc3c(oc4nc5c(cc43)COC(C)(C)C5)c2=O)cc1	-0.1	0.0	-5.4	-3.6
14	Cc1ccccc1S(=O)(=O)NC(=O)C1(C)CCN1C(=O)C1(c2ccccc2)CC1 (stereo unspecified)	0.0	0.2	-15.7	4.4
15	C[N+](C)(C)CCCCCC(=O)/C=N/O	3.0	0.0	1.8	x
16	C[C@@H]1CN([C@H](C)CO)C(=O)c2cc(NC(=O)NC3CCCCC3)ccc2O[C@@H](C)CCCCO[C@@H]1CN(C)Cc1ccccc1	x	-0.1	8.2	-1.7
17	O=C(C[C@H]1C[C@@H]2c3cc(NC(=O)c4cccnc4)ccc3O[C@@H]2[C@@H](CO)O1)NCc1ccccn1	x	0.3	1.0	-15.8
18	Nc1ccc(C(=O)NN2C(=O)[C@H](Cl)C2c2ccc(Cl)cc2)cc1 (stereo partly specified)	-13.6	0.2	-19.1	x
19	COc1ccccc1C1CCN(C(=O)c2cccs2)CC1	-1.2	0.2	4.4	-6.7
20	COc1cccc(C(=O)Nc2nnc(S(=O)(=O)N3CCCCC3)s2)c1	-10.5	-0.1	-10.6	-2.0
21	CCC(=O)N1CCCCN2[C@H](CO)[C@@H](c3ccc(-c4cccc(C#N)c4)cc3)[C@@H]2C1	x	0.4	-9.5	0.7
22	CCOc1ccccc1NC(=O)Cn1c(=O)n(-c2ccc(OC)cc2OC)c(=O)c2c(C)c(C(=O)N(CC)CC)sc21	1.0	0.2	-0.4	x
23	Cc1nc2ccc(S(=O)(=O)N(C)CC(=O)NCCc3ccccc3)cc2s1	3.2	0.0	-9.3	-13.9
24	O=Cc1cccn1-c1ncc(Br)cn1	x	2.8	3.4	-7.1

item	EWS-Fli inh	E-sel inducer	esBAF inh	S100A4 MyoIIA
13	-8.5	x	6.7	-4.9
14	7.3	1.5	-4.6	0.2
15	-2.7	-0.1	x	-2.2
16	6.1	-0.1	2.1	4.4
17	-6.9	-0.7	-0.3	-0.5
18	26.8	0.5	x	-2.0
19	3.1	13.6	x	-4.3
20	-26.2	0.0	-7.7	-2.8
21	-2.1	0.3	2.2	-3.0
22	0.2	x	x	-0.5
23	x	x	-4.5	2.2
24	-10.3	x	-3.3	1.4

# Remaining list, next part
item	SMILES	FN deposition inh	XiGFP reactiv	RAD52 inh	RAD54 branch
25	CCn1cc(C(=O)N2CCCC2)c(=O)c2cc(S(=O)(=O)N(C)C)ccc21	2.7	0.2	-9.9	-16.8
26	C/C=C/c1ccc2c(c1)O[C@H](CN(C)C(=O)CC1CC1)[C@H](C)CN([C@@H](C)CO)S2(=O)=O	-43.5	-0.6	-7.0	-12.0
27	O=C(C1=COCCO1)N1CCN(S(=O)(=O)c2cccc(Br)c2)CC1	-4.7	0.0	-2.9	x
28	CN[C@H]1C[C@H]2c3[nH]c4ccccc4c3CCN2C(=O)[C@H]1[C@H](C)O	x	-0.1	-11.9	-2.7
29	COc1cccc(NC(=O)N(C)C[C@H]2Oc3ncc(C#Cc4ccncc4)cc3C(=O)N([C@@H](C)CO)C[C@@H]2C)c1	x	-0.2	-9.6	-5.5
30	O=C1CC(C(=O)Nc2ccc(Cl)c(Cl)c2)S/C(=N\N=C\c2ccco2)N1 (stereo unspecified)	9.6	0.2	-16.1	x
31	CCN1C(=O)[C@H]2[C@@H](c3ccc(C(F)(F)F)cc3)N[C@]3(CCCN(Cc4ccccc4)C3=O)[C@H]2C1=O	4.0	0.2	-10.5	-7.9
32	O=C(COC(=O)CC1CC2CCC1C2)Nc1ccc(Cl)c(S(=O)(=O)N2CCOCC2)c1 (stereo unspecified)	-2.9	-0.1	-14.9	-0.2
33	COc1ccc(-c2ccc3c(c2)[C@@H]2[C@@H](CCN2C(=O)c2cccc(F)c2)[C@H](CO)N3)cc1	-6.7	0.1	-9.6	1.8
34	COc1ccccc1N1CCN(S(=O)(=O)CCNC(=O)CCc2ccccc2)CC1	1.4	0.0	5.1	-10.7
35	O=[N+]([O-])C(=C1NCCN1)C(Cl)=C(Cl)Cl	-6.3	0.0	-5.9	x
36	Cc1ccc(CN(C)C(=O)CN2C(=O)NC(c3ccccc3)(c3ccccc3)C2=O)c(C)c1	4.2	-0.1	-2.1	-7.4

item	EWS-Fli inh	E-sel inducer	esBAF inh	S100A4 MyoIIA
25	-4.4	0.3	-0.5	-4.3
26	-0.5	-0.5	-0.8	-1.9
27	7.9	x	1.8	-1.1
28	-4.3	0.2	-8.9	-5.1
29	8.5	0.0	6.2	-9.9
30	17.7	1.1	x	-1.0
31	-3.3	x	4.8	-2.5
32	9.9	x	-8.9	-4.9
33	0.3	0.0	6.2	-31.3
34	1.7	x	-1.7	-3.3
35	3.9	x	x	0.5
36	2.9	3.1	1.6	-4.6

# Overlap with the part before: 3 compounds, followed by the next part.
item	SMILES	FN deposition inh	XiGFP reactiv	RAD52 inh	RAD54 branch
34	COc1ccccc1N1CCN(S(=O)(=O)CCNC(=O)CCc2ccccc2)CC1	1.4	0.0	5.1	-10.7
35	O=[N+]([O-])C(=C1NCCN1)C(Cl)=C(Cl)Cl	-6.3	0.0	-5.9	x
36	Cc1ccc(CN(C)C(=O)CN2C(=O)NC(c3ccccc3)(c3ccccc3)C2=O)c(C)c1	4.2	-0.1	-2.1	-7.4
37	Cc1cccc(Nc2ncnc3ccccc23)c1	7.3	x	-10.0	1.8
38	N#CCc1ccc(Oc2ncc(C(F)(F)F)cc2Cl)cc1	0.3	0.0	-1.3	0.7
39	Cc1ccc(S(=O)(=O)N(CCO)Cc2ccccc2)cc1	-8.4	0.0	-7.5	-20.4
40	CN(C)CC(=O)N1[C@H](CO)[C@@H](c2ccccc2)C12CN(C(=O)C1CCCC1)C2	x	0.0	-6.4	x
41	CCC(=O)Nc1ccc(S(=O)(=O)Nc2cccnc2)cc1	x	x	-9.1	3.1
42	C[C@H]1CN([C@@H](C)CO)S(=O)(=O)c2ccc(-c3ccc(C#N)cc3)cc2O[C@@H]1CN(C)C(=O)C1CC1	x	-0.9	-8.0	3.5
43	O=C(Nc1ccccc1Oc1ccsc1C(=O)O)c1ccccc1F	-5.0	0.0	-11.3	2.6
44	O=C(c1cccc(F)c1)N1CCCCN2[C@H](CO)[C@H](c3ccc(C#CC4(O)CCCC4)cc3)[C@@H]2C1	10.8	0.1	4.4	-1.7
45	Cc1cc(C)c(NS(=O)(=O)c2ccccc2)c(C)c1	-5.6	-0.1	-7.1	-1.6
46	CN(C)CCCNC(=O)C[C@@H]1CC[C@H]2[C@@H](COC[C@@H](O)CN2CC2CCCCC2)O1	-4.6	0.3	9.7	x
47	COc1ccc(C#Cc2ccc([C@@H]3[C@@H](CO)N4CCCCN(S(=O)(=O)c5ccccc5)C[C@@H]34)cc2)cc1	x	x	-10.3	-6.9
48	COC(=O)CSc1nn(-c2ccc(F)cc2)c(=S)s1	9.0	0.2	-20.1	x

item	EWS-Fli inh	E-sel inducer	esBAF inh	S100A4 MyoIIA
34	1.7	x	-1.7	-3.3
35	3.9	x	x	0.5
36	2.9	3.1	1.6	-4.6
37	x	x	x	4.3
38	-0.5	x	-2.3	-2.1
39	-17.4	x	-6.8	-6.6
40	x	0.0	x	13.7
41	7.4	x	-9.8	-4.9
42	2.5	-0.2	-5.1	-59.7
43	6.4	x	-4.4	-4.2
44	-9.5	0.1	3.4	3.9
45	3.0	-0.2	-3.7	3.0
46	17.9	0.1	x	-7.9
47	-31.6	x	33.1	29.5
48	6.4	4.2	x	-27.6

# Next part
item	SMILES	FN deposition inh	XiGFP reactiv	RAD52 inh	RAD54 branch
49	COc1ccc(CNC(=S)NC2CCCC2)cc1	x	0.1	-13.6	1.6
50	CCCn1c(SCC(=O)c2c(C)[nH]c(C)c2C(=O)OCC)nc2ccccc21	-6.6	0.0	-4.3	2.4
51	CCCn1c(N2CCN(Cc3cccc(C)c3)CC2)nc2c1c(=O)[nH]c(=O)n2C	-13.5	0.0	-12.2	3.0
52	CCOc1ccc(CC(=O)NNC(=S)NCCc2ccccc2)cc1	-17.0	0.2	-11.1	x
53	CC(C)Cn1c(N)c(C(=O)COC(=O)C2CC(=O)N(c3ccc4c(c3)OCCO4)C2)c(=O)n(C)c1=O (stereo unspecified)	-7.6	0.7	2.1	-17.8
54	O=C(Cc1cccnc1)N1CC(=O)N2[C@@H](CO)[C@@H](c3ccc(C#CC4CCCC4)cc3)[C@@H]2C1	-12.3	0.1	-6.1	x

item	EWS-Fli inh	E-sel inducer	esBAF inh	S100A4 MyoIIA
49	-6.1	x	0.8	17.7
50	-29.3	-1.1	x	0.2
51	11.3	-1.4	1.9	-3.0
52	-3.3	1.3	-6.7	-9.2
53	-0.2	x	4.9	-2.6
54	17.3	0.3	x	10.5
